p53 reactivation: restores transcriptional activity of mutant p53; H1299 p53-A138V BP100-luciferase reporter, luminescence, 24 h; Potency, µM (series often up to 92.2 µM), without a hit: at the highest dose activity change, positive = activation, usual class: activators; 0.063% of 320,000 active; AID 504706; note: % of control where 0% means no effect; nearly all actives have a fitted effect of over 45% in size
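p53-null H1299 cells stably carrying temperature-sensitive p53-A138V and a BP100-luciferase reporter were pinned with compounds (4-point, 1:5 series) and held 24 hrs at 37 deg C. Luminescence was read 10 min after detection reagent.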
MBNL1-CUG inh: MBNL1-poly(CUG) RNA binding inhibition. Potency, µM (titrated, usually from 57.5 µM), without a hit: at the highest dose activity change, negative = inhibition, most hits filed as inhibitors. AID 2675. 0.036% of 280,000 active. TR-FRET MBNL1-His/biotin-(CUG)12 binding, 665/545 ratio; active = well fitted inhibition curve with a large enough effect in the signal ratio, with a control signal flat, not every such curve was filed as active; inconclusive = small, poorly fitted or top-dose-only effect, or effect the other way, or a change in a side signal; inactive = no such curve, though single readings can be large or run the other way; the % refers to the signal ratio; note: % is set by controls: 0 for no effect and ±100 for the full control effect
Target sequence (Q9NR56 whole entry, looked up): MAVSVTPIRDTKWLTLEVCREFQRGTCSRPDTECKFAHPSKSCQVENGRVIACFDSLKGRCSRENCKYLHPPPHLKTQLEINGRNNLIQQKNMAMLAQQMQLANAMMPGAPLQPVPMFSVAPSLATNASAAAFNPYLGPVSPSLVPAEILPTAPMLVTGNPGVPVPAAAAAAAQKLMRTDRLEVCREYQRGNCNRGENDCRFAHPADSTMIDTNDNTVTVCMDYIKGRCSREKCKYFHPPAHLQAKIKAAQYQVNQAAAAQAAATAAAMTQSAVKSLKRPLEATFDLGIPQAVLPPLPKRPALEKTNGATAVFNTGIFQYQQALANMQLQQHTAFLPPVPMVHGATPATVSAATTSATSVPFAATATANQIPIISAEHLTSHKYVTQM
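Inhibition of protein-RNA binding appears as loss of TR-FRET between terbium anti-His antibody on MBNL1-His and streptavidin-XL665 on biotin-(CUG)12. Activity is normalized to buffer-only and uninhibited-complex controls.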
Rab9 prom act: activators of Rab9 promoter. Huh7 Rab9 promoter-luciferase reporter, luminescence, 24 h. Potency, µM (top dose mostly 9.22 µM), for the others: top-dose activation, negative = inhibition, actives largely listed as activators. 2.8% of 320,000 active. AID 485297; note: % of control where 0% means no effect; nearly all actives have a fitted effect of over 60% in size
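Steps: seed 1500 Huh7 Rab9-luc cells per well, rest 2 h at 37 °C; add compound in DMSO; incubate 24 h; add luciferase reagent, 10 min ambient; read luminescence.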
ELG1 genotox: genotoxicity induction in ELG1-luciferase HEK293T cells; AID 504466; HEK293T ELG1-luciferase reporter, luminescence, 16 h; Potency, µM (titrated, usually from 46 µM), inactives show at the highest dose activity change, positive = activation, most hits filed as activators; 1.3% of 330,000 active; note: % of control where 0% means no effect; nearly all actives have a fitted effect of over 60% in size
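Cells (2,000/well) expressing the ELG1-luciferase fusion are dosed by pin tool and kept 16 hr at 37 °C, 5% CO2. Signal comes from ONE-Glo luciferase reagent after 30 min at room temperature.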
Gal4-VP16 FLuc: counter-screen for ROR gamma inhibitors: Gal4-VP16 reporter | Drosophila S2 Gal4-VP16 UAS-luciferase, luminescence, 20 h | Potency, µM (doses to about 53.6 µM), for the others: at the highest dose activity, negative = inhibition, most hits filed as inhibitors | 3.5% of 310,000 active | AID 2546;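 note: Gal4-VP16 expression switched on by copper sulfate through the metallothionein promoter; % is set by controls: 0 for no effect and ±100 for the full control effect; nearly all actives have a fitted effect of over 50% in size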
RORgamma inh: ROR gamma (mouse) transcription inhibition | Drosophila S2 Gal4-RORgamma UAS-luciferase reporter, 20 h | 5.4% of 310,000 active | Potency, µM (highest dose often 53.6 µM), inactives show top-dose activity change, negative = inhibition, actives largely listed as inhibitors; note: % is set by controls: 0 for no effect and ±100 for the full control effect; nearly all actives have a fitted effect of over 60% in size
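Drosophila S2 cells stably expressing Gal4-DBD/mouse RORγ fusion under metallothionein promoter plus UAS-luciferase; compound 1 h, then 700 uM CuSO4 induction for 20 h at ambient temperature; inhibition read as reduced luminescence.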
uPA generation: cell surface uPA generation inhibition | cell surface uPA generation assay, qHTS | Potency, µM (top dose mostly 38.3 µM), without a hit: at the top dose activity change, negative = inhibition, hits mostly inhibitors | 0.31% of 330,000 active | AID 540303; active = well fitted inhibition curve with a large enough effect; inconclusive = small, poorly fitted or top-dose-only effect; inactive = no such curve, though single readings can be large or run the other way; tested in mouse RAW 264.7 cells; note: % is set by controls: 0 for no effect and ±100 for the full control effect; nearly all actives have a fitted effect of over 55% in size
NPC1 prom act: activates the NPC1 promoter; Huh7 NPC1 promoter luciferase reporter, 24 h; AID 485313; 2.4% of 320,000 active; Potency, µM (series often up to 9.22 µM), for the others: at the highest dose activation, most hits filed as activators;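 note: % of control where 0% means no effect; nearly all actives have a fitted effect of over 60% in size; reporter is driven by a mutant NPC1 promoter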
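Readout is luciferase luminescence, reflecting NPC1 promoter activation in stably transfected Huh7 cells after 24 h compound exposure at 37 °C in reduced-serum medium with 10% FBS.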
FLuc counter: inhibits or activates purified firefly luciferase, miR-21 counter-screen; purified FLuc, Km substrates, luminescence inhibition; 6.9% of 360,000 active; Potency, µM (doses to about 57.5 µM), without a hit: at the highest dose activity change, negative = inhibition, usual class: inhibitors; P08659;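 note: plate controls were vehicle for no effect and reference inhibitor for full effect; nearly all actives have a fitted effect of over 55% in size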
Target sequence (P08659 whole entry, looked up): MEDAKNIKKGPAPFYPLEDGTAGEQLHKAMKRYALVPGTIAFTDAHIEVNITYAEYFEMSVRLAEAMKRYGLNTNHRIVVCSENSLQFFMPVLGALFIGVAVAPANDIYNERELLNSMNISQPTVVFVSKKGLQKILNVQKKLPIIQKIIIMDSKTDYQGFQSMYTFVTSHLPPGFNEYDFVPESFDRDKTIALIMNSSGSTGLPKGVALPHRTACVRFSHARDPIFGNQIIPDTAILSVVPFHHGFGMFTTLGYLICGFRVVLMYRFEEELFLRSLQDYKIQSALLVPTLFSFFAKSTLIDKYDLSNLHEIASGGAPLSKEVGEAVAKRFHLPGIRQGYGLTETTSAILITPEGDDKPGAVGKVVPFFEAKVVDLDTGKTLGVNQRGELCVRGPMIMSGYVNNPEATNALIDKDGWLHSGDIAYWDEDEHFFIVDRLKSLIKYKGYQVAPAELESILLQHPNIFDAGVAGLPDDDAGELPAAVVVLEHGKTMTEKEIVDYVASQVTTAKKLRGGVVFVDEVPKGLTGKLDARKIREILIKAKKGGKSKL
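Purified P. pyralis luciferase (10nM final) with 10uM D-luciferin and 10uM ATP (Km levels) in 50mM Tris acetate pH 7.5, 10mM Mg acetate, 0.01% Tween-20, 0.05% BSA; qHTS 6-point titration, ~60 µM downward; luminescence read.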
BRCA1 expr up: increases BRCA1 expression; MCF7-BRCA1-FFLuc reporter, luminescence, 48 h; response scale: scaled: vehicle 0%, 10 µM genistein 100%; Potency, µM (highest dose often 46.1 µM), without a hit: at the top dose activation, actives largely listed as activators; 1.1% of 380,000 active; AID 624202; note: nearly all actives have a fitted effect of over 80% in size; some results filed as inactive show a strong effect at the top dose
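Quantitative HTS in MCF7 cells stably reporting BRCA1 expression via firefly luciferase. Compound treatment lasts 48 h at 37 °C in phenol-red free MEM. Activation is expressed relative to genistein at 10 microM and DMSO.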
Numbers without * were called inactive; ? = inconclusive; . = not tested or not shown; & = joins results of further samples; [ ] = another dose, or the depositor's remark. Unless noted, calls come from the whole dose curve; as a rule, active = well fitted curve in the direction sought with a large enough effect; inconclusive = small, poorly fitted or top-dose-only effect, or another doubt; inactive = no such curve, though single readings can be large; an effect the other way counts as inactive or inconclusive. Potency is the fitted concentration of half-maximal effect.

SMILES	p53 reactivation	MBNL1-CUG inh	Rab9 prom act	ELG1 genotox	Gal4-VP16 FLuc	RORgamma inh	uPA generation	NPC1 prom act	FLuc counter	BRCA1 expr up
Cc1cccc(C(=O)NC(=S)NNC(=O)c2ccc(Cl)cc2)c1	10%	-2%	-7%	10%	?	10µM*	-3%	1%	-1%	-58%
CC1CC(C)CN(C(=O)Cc2c(C(=O)O)[nH]c3ccc(Cl)cc23)C1 (stereo not given)	1%	-28%	-1%	1%	3%	29%	3%	-1%	?	0%
Clc1ncnc2scc(C3COc4ccccc4O3)c12 (stereo not given)	15%	-7%	12%	15%	?	?	-7%	5%	-11%	46%
O=C(CNCCc1ccccc1)Nc1ccc(C(=O)N2CCCCC2)cc1	1%	-11%	-6%	1%	8%	0%	0%	0%	-3%	-1%
NC(=O)c1ccsc1NC(=O)COC(=O)c1ccc([N+](=O)[O-])o1	14%	.	-1%	-1%	.	.	6%	0%	-3%	-6%
COc1ccc(Cc2nnc(Nc3ccc4c(c3)OCCO4)[nH]c2=O)cc1	0%	-2%	-5%	-2%	12%	2%	3%	-2%	-5%	-29%
Cc1nc2ccccc2nc1CN1CCN(Cc2ccc(F)c(F)c2)C(CCO)C1 (stereo not given)	-3%	-3%	16%	-1%	-13%	-2%	-4%	-1%	0%	-2%
CCC(C)(C)n1nnnc1C(c1ccncc1)N1CCN(c2cccc(OC)c2)CC1 (stereo not given)	-5%	-1%	-3%	-7%	6%	?	-1%	-1%	-1%	1%
O=C(O)/C=C/c1cccc(NS(=O)(=O)c2ccccc2)c1	3%	.	-3%	0%	-4%	12%	-8%	-3%	-1%	-4%
COc1nc(NC(C)(C)C)nc(Oc2ccc(=O)n(-c3ccccc3)n2)n1	-11%	4%	3%	0%	-10%	-2%	.	1%	-2%	6%
CC1(C(=O)O)CCC(C(=O)Nc2ccccc2)C1(C)C (stereo not given)	-1%	-6%	-6%	-3%	0%	21%	.	-2%	7%	6%
COc1ccc2c(c1)C=C(C(=O)NCc1ccc(Cl)cc1)CO2	3%	2%	0%	-3%	2%	18%	3%	0%	2%	-16%
COc1ccc(CN(Cc2ccc(C(=O)O)cc2)C(=S)Nc2ccccc2Cl)cc1OC	-5%	-9%	-1%	0%	-5%	3%	3%	-2%	-11%	2%
COc1cc(/C=c2\sc3n(c2=O)CCCN=3)ccc1O	?	?	-4%	?	-14%	7%	-7%	26%	?	47%
CC1NC(=O)N(C)C2NC(=O)N(C)C(c3ccccc3)C12 (stereo not given)	-1%	1%	3%	2%	-3%	0%	0%	0%	-1%	6%
Cc1cc(NC(=O)CSc2nnc(CNC(=O)c3ccc(F)cc3)o2)no1	10%	-2%	5%	-4%	-3%	-25%	0%	0%	6%	-4%
Cc1c(NC(=O)c2ccc(Cl)c([N+](=O)[O-])c2)cccc1-n1cnnn1	2%	.	.	5%	.	.	-27%	.	.	-38%
COc1ccc(NC(=O)N2CCN(C(=O)C(Cc3ccc(F)cc3)NC(C)=O)CC2)cc1 (stereo not given)	9%	4%	-2%	7%	-16%	9%	-3%	-6%	-18%	42%
Cc1nc(SCC(=O)O)c2oc3ccccc3c2n1	-1%	14%	4%	-3%	?	2%	-2%	1%	?	8%
COc1cccc(CNC(=O)c2cc(S(=O)(=O)N3CCOCC3)ccc2N2CCCC2)c1	-1%	.	1%	-3%	.	.	9%	14%	-8%	-9%
CCOc1ccc(NC(=O)NC2CCCc3ccccc32)cc1 (stereo not given)	18%	-15%	27%	15%	1%	?	-36%	15%	2%	39%
Cc1cccc(Nc2nc(N)nc(CSc3nccn3C)n2)c1	?	-3%	5µM*	?	10%	-14%	1%	?	?	?
COc1ccccc1NC(=O)CCNC(=O)c1ccc(C)cc1	.	0%	-1%	-2%	9%	-1%	13%	-1%	1%	-8%
O=C(Nc1ccccc1-c1ccccc1)c1cnccn1	9%	9%	11%	14%	-5%	27%	-3%	0%	?	30%
c1ccc(CCc2nc(-c3ccncc3)no2)cc1	?	7%	5%	?	4%	4%	0%	12%	?	79%
COc1ccc(N(CC(=O)N2CCN(c3ccc(F)cc3)CC2)S(=O)(=O)c2c(C)noc2C)cc1	-6%	-1%	-1%	-2%	0%	-3%	-5%	-2%	-1%&7%	-29%&-13%
O=C(CSc1nnnn1-c1ccc(F)cc1)NNC(=O)c1ccco1	-1%	-2%	2%	1%	1%	10%	-16%	-5%	-1%	0%
CC(=O)Nc1cccc(C(=O)N2CCN(Cc3ccccc3)CC2)c1	-6%	-2%	-1%	0%	-7%	-13%	0%	1%	2%	0%
Cc1ccc(CNC(=O)Nc2ccc3c(c2)N(C)C(=O)CS3)cc1	-3%	-8%	0%	-2%	-10%	27%	2%	-5%	-11%	-34%
COc1ccc(/C=N/Nc2nc(-c3cccc(S(=O)(=O)N4CCCC4)c3)cs2)cc1OC	0%	10%	-13%	-7%	-3%	28%	5%	-1%	?	-4%
COc1cccc(CN(C(=O)c2cnccn2)C(C(=O)NC2CCCCC2)c2cc(OC)c(OC)c(OC)c2)c1 (stereo not given)	-4%	4%	-2%	0%	-6%	-10%	2%	-4%	-1%	-1%
CCS(=O)(=O)N1CCN(Cc2c[nH]c3ccccc23)CC1	-2%	3%	1%	2%	-1%	-2%	-4%	-1%	-4%	-11%
CC(=O)Cc1nsc(NC(=O)c2ccc(COc3ccccc3)o2)n1	4%	-3%	11%	0%	-3%	22%	5%	-4%	?	21%
O=C(Oc1ccc(-n2cnnn2)cc1)c1ccccc1	-2%	1%	-2%	2%	0%	-12%	1%	-1%	-17%	-7%
Cc1cccc(OCc2nnc(SCC(=O)Nc3cc(C)on3)n2C)c1	-2%	-1%	-5%	6%	4%	-10%	.	1%	-1%	1%
Cc1n[nH]c(=O)nc1NC(C)c1ccccc1 (stereo not given)	-2%	-4%	8%	1%	0%	0%	.	2%	0%	0%
CCCn1cc(C(=O)OCC)c(=O)c2cc(F)c(F)cc21	-3%	9%	-1%	0%	2%	-4%	4%	-4%	5%	13%
Cc1nc2nc(COc3ccccc3)nn2c(C)c1Cl	4%	1%	-1%	5%	26%	16%	2%	8%	0%	10%
CCN(C(=O)COc1ccccc1)C1CCCCC1	0%	0%	0%	-5%	-10%	2%	-1%	-1%	2%	-9%
Cc1cccc(Cn2ccc(N)n2)c1	-1%	.	15%	-15%	-10%	6%	6%	-1%	4%	-2%

Two compounds picked at random from those above, as already listed:
SMILES	p53 reactivation	MBNL1-CUG inh	Rab9 prom act	ELG1 genotox	Gal4-VP16 FLuc	RORgamma inh	uPA generation	NPC1 prom act	FLuc counter	BRCA1 expr up
Cc1cccc(Nc2nc(N)nc(CSc3nccn3C)n2)c1	?	-3%	5µM*	?	10%	-14%	1%	?	?	?
Cc1nc2nc(COc3ccccc3)nn2c(C)c1Cl	4%	1%	-1%	5%	26%	16%	2%	8%	0%	10%

(continued)
SMILES	p53 reactivation	MBNL1-CUG inh	Rab9 prom act	ELG1 genotox	Gal4-VP16 FLuc	RORgamma inh	uPA generation	NPC1 prom act	FLuc counter	BRCA1 expr up
COc1ccccc1NC(=S)N(Cc1ccco1)Cc1cc2cc(C)ccc2[nH]c1=O	-3%	.	-20%	-4%	5%	1%	-6%	-15%	1%	-92%[inhibitor]
COC(=O)Cn1c2nc3ccccc3nc2c2cccc(C)c21	10%	9%	-4%	-3%	-6%	17%	-2%	0%	-3%	12%
COc1ccc(C2CC(=O)Oc3ccc(C(C)(C)C)cc32)cc1 (stereo not given)	.	-10%	-2%	1%	0%&-15%	?	2%	2%	0%	0%
CCOC(=O)C1(Cc2cccc(OC)c2)CCCN(S(=O)(=O)N(C)C)C1 (stereo not given)	.	-4%	1%	-7%	3%	0%	-1%	-4%	11%	-38%
COc1cccc(CNC(=O)Cn2ccc3cc(S(=O)(=O)N4CCCCCC4)ccc32)c1	-12%	1%	-2%	-7%	7%	23%	?	2%	2%	-25%
CCn1cc(/C=N/NC(=O)c2ccc3c(c2)OCO3)c(C)n1	9%	-9%	-3%	2%	19%	-16%	0%	5%	?	1%
Cc1c(Cl)c([N+](=O)[O-])nn1CC(=O)NCc1cccs1	-2%	.	2%	1%	4%	2%	-3%	4%	0%	-16%
CN(C)c1ncc(CN2CCC(C(=O)Nc3ccc(-n4cccn4)cc3)CC2)s1	1%	3%	8%	-1%	-3%	-16%	-5%	-2%	0%	8%
O=c1c2[nH]c3ccc(Cl)cc3c2ncn1Cc1ccccn1	13%	-5%	-2%	-2%	3%	13%	4%	-3%	1%	-19%
NC(=O)c1cc(S(=O)(=O)NCCCc2ccco2)cs1	10%	1%	-9%	-2%	?	?	-10%	-2%	6%	-10%
COc1ccccc1C(=O)NC(=S)Nc1ccc(Cc2ccncc2)cc1	5%	-4%	0%	5%	-15%	?	1%	-1%	-19%	3%
Cc1ccc(N(CCC(=O)NC(C)(C)C)S(=O)(=O)c2ccc(C)cc2)cc1	4%	-1%	2%	-5%	10%	?	3%	-5%	3%	10%
CCCc1nc([N+](=O)[O-])c(S(=O)(=O)c2ccccc2)n1CC(C)C	-13%	11%	-13%	?	?	?	-10%	-7%	-2%	-72%
Cc1ccc(CNC(=O)c2nnn(-c3cccc(C)c3)c2N)cc1	12%	2%	9%	-6%	-1%	?	3%	7%	-7%	-26%

Screening results: PubChem, National Center for Advancing Translational Sciences (NCATS)
